Screens: PubChem, several laboratories
BCLXL inh = inhibitors of human Bcl-xL, primary screen, biochemical, fluorescence polarization, HTS. Bcl-2-like protein 1 (Homo sapiens), Q07817. GST-Bcl-xL / FITC-Bim BH3 peptide fluorescence polarization. inhibition, % at 10.9 µM. 320,000 compounds, 0.7% hits. AID 2129, 2009;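 active means inhibition above the mean of all tested compounds plus 3 SD, cutoff set per campaign, cut at about 30% in these data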;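 further: 0% = DMSO wells and 100% = unlabeled Bim-BH3 peptide competitor; inhibitors lower millipolarization by displacing the labeled peptide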
Target sequence (Q07817 whole entry, looked up): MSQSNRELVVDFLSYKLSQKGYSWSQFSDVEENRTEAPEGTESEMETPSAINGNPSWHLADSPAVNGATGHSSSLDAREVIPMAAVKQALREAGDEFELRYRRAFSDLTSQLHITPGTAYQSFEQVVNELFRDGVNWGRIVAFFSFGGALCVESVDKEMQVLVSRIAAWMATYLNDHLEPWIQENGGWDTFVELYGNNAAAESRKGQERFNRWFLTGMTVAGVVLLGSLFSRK
Fam108B counter = mouse Fam108B serine hydrolase inhibitors, primary screen, counter-screen for RBBP9 inhibitor project, biochemical, fluorescence polarization; inhibition, % at 9.51 µM; 300,000 compounds, 0.33% hits; recombinant Fam108B, FP-Rh probe fluorescence polarization;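 active means inhibition above the screen mean inhibition plus 3 SD, computed separately per campaign, cut at about 18% in these data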;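 further: inhibitors lower polarization as less probe binds the enzyme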
GSTO1 inh = inhibitors of recombinant GSTO1, primary screen, counter-screen for RBBP9 inhibitor project, biochemical, fluorescence polarization; 300,000 compounds, 1.1% hits; inhibition, % at 5.96 µM; activity-based probe fluorescence polarization;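 active means inhibition above the campaign mean inhibition plus 3 SD, cut at about 35% in these data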;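 further: 0% = GSTO1-1 with DMSO and 100% = wells lacking GSTO1-1 enzyme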
Target sequence (P78417 whole entry, looked up): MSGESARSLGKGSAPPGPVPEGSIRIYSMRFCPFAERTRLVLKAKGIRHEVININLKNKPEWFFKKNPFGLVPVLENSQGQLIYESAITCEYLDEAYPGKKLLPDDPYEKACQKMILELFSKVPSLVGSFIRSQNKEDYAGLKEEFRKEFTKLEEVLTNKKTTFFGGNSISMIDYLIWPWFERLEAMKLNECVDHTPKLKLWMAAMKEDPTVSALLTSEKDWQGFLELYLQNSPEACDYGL
PAD4 FP inh = human PAD4 inhibitors, primary screen, biochemical, fluorescence polarization, 1536-well format. Protein-arginine deiminase type-4 (Homo sapiens), Q9UM07. recombinant PAD4, RCA probe fluorescence polarization. inhibition, % at 6.36 µM. 330,000 compounds, 0.41% hits;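 active means percent inhibition above a cutoff equal to the mean of all tested compounds plus 3 SD, cut at about 15% in these data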;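 further: 0% = PAD4 with RCA probe and DMSO and 100% = probe without PAD4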
MEX-5 binding = MEX-5 zinc finger RNA-binding disruptors – biochemical, C. elegans, fluorescence polarization, MLPCN library, primary screen. Zinc finger protein mex-5 (Caenorhabditis elegans), Q9XUB2. activity score (negative = inhibition of binding), % at 10 µM. AID 1832, 2009. MEX-5/FITC-TCR2 RNA binding; active compounds read low. 300,000 compounds, 0.38% hits;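 active means inhibition past about -25% in most replicates, and total fluorescence under double the plate's negative control median, limit read from the data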;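 further: 0% = DMSO and -100% = 5 µM competing unlabeled TCR2 RNA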
TPT1 inh = Candida albicans TPT1 enzyme inhibitors, primary screen, biochemical, fluorescence polarization. 300,000 compounds, 0.81% hits. AID 1962, 2009. recombinant caTPT1, FP RNA substrate dephosphorylation. inhibition, % at 5 µM. tRNA 2'-phosphotransferase TPT1 (Candida albicans SC5314);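 active means inhibition above the mean of all tested compounds plus 3 SD, set per screening campaign, cut at about 24% in these data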;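 further: plate controls were DMSO alone for no effect and ferristatin control at 100 nM for full effect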
PME-1 inh = PME-1 inhibitors via competitive probe labeling, primary screen, biochemical, fluorescence polarization, FP-Rh probe, HTS | 320,000 compounds, 0.53% hits | inhibition, % at 5.9 µM | AID 2130, 2009 | Protein phosphatase methylesterase 1 (Homo sapiens), Q9Y570 | recombinant PME-1;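 active means inhibition above the campaign mean of all compounds plus 3 SD, cut at about 26% in these data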;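 further: competitive labeling of PME-1 active site by serine hydrolase directed probe; 0% = PME-1 with DMSO and 100% = wells lacking PME-1 enzyme; inhibitors block probe labeling so polarization falls and inhibition rises; many of its hits are not listed in these tables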
Target sequence (Q9Y570 whole entry, looked up): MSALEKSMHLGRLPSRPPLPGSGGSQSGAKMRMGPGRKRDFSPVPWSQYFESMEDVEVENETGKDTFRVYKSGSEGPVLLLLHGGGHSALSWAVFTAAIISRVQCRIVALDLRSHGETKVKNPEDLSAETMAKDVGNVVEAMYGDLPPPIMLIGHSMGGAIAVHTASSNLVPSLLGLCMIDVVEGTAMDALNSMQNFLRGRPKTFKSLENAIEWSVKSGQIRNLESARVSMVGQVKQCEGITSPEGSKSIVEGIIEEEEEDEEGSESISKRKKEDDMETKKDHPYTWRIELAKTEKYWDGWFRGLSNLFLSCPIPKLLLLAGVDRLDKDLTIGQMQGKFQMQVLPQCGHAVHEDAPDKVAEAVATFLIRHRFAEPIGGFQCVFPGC
GLD-1 RNA inh = GLD-1/TGE RNA complex disruptors, primary screen, biochemical, fluorescence polarization; Female germline-specific tumor suppressor gld-1 (Caenorhabditis elegans), Q17339; purified GLD-1 + fluorescein TGE RNA; inhibition, % at 5.96 µM; 320,000 compounds, 0.44% hits;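 active means percent inhibition above a per-plate cutoff, the plate mean of test compounds plus 3 SD, cut at about 30% in these data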;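 further: 0% = DMSO wells with GLD-1 and probe and 100% = wells lacking GLD-1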
MCL1-BIM inh = inhibitors of MCL1 binding to BIM-BH3, primary screen, biochemical, fluorescence polarization; GST-MCL1 / FITC-Bim-BH3 fluorescence polarization; inhibition, % at 10.9 µM; 320,000 compounds, 0.68% hits; AID 2057, 2009;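 active means inhibition above the mean inhibition of all tested compounds plus 3 SD, set per campaign, cut at about 40% in these data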;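 further: 0% = DMSO wells and 100% = unlabeled Bim-BH3 peptide control; higher means more loss of mP so more displacement of Bim peptide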
Numbers without * were called inactive; · = not tested or not shown. Only part of the results is shown, so the mix of outcomes need not match the whole.

No.	Molecule	BCLXL inh	Fam108B counter	GSTO1 inh	PAD4 FP inh	MEX-5 binding
1	COCCN(C(=O)COC(=O)Cc1coc2cc3c(cc12)CCC3)c1c(N)n(Cc2ccccc2)c(=O)[nH]c1=O	1	-2	8	-3	0.4
2	CC1CCCCN1C(=O)CSc1nc(C2CC2)nc2ccccc12 (stereo not drawn)	4	0	-9	9	-0.1
3	CC(C)CSc1nnc2c3ccccc3n(C)c2n1	10	1	-12	3	0.4
4	O=C(COc1ccccc1)NCC(=O)Nc1ccc(S(=O)(=O)NCc2ccco2)cc1	4	1	11	-4	-2.5
5	CCSc1nc(N2CCOCC2)c2c(c1C#N)CC(C)(C)N(C)C2	8	2	6	1	0.0
6	O=C(NC1CCCC1)C1CCN(S(=O)(=O)c2ccccc2)CC1	1	-1	1	1	-2.6
7	O=C(COc1ccccc1Cl)N1CCN(C(=O)c2ccco2)CC1	4	-1	-3	-4	1.5
8	COCC(=O)N1CCN(c2ccc([N+](=O)[O-])cc2)CC1	4	0	-6	-3	1.6
9	COc1ccc(OC)c(NC(=O)N2CCCC(CNS(=O)(=O)c3cccs3)C2)c1 (stereo not drawn)	11	-4	14	6	0.4
10	CC1CN(C(=O)COC(=O)c2ccc(C#N)cc2)CC(C)O1 (stereo not drawn)	8	-3	2	-4	3.0
11	CCN(C(=O)COC(=O)CNS(=O)(=O)c1ccccc1)c1ccccc1	2	-5	1	-7	-0.8
12	Cc1[nH]c2ccccc2c1C(=O)C(=O)N(C)C1CCCCC1	-1	-4	2	-8	-2.9

No.	TPT1 inh	PME-1 inh	GLD-1 RNA inh	MCL1-BIM inh
1	1	1	6	6
2	-1	-2	8	-3
3	-3	-6	-2	-1
4	0	0	0	0
5	0	3	-1	5
6	0	7	3	0
7	1	0	4	-6
8	-2	-3	-4	2
9	0	-2	12	4
10	-5	-4	5	3
11	3	3	-4	-2
12	-1	6	0	-2

(more compounds)
No.	Molecule	BCLXL inh	Fam108B counter	GSTO1 inh	PAD4 FP inh	MEX-5 binding
13	O=C(N/N=C/c1ccccn1)c1c[nH]c2ccccc12	8	-1	12	-1	-1.3
14	CCC(=O)N1CCc2cc(S(=O)(=O)CCC(=O)NCc3ccc(C)cc3)ccc21	7	-1	1	3	0.3
15	Cc1ccc(OCC(=O)N/N=C2\CCOc3c(C)cccc32)cc1	9	-2	-2	4	0.0
16	Cc1cccc(NC(=O)CSc2nnc(C)c(=O)n2N)c1C	8	0	2	-2	-1.8
17	CCc1nc(N)c(C#N)c(-c2ccncc2)c1C	5	1	2	0	-2.0
18	COc1ccc(C)cc1NC(=O)CN1C(=O)COc2ccc(S(=O)(=O)N3CCOCC3)cc21	1	3	8	0	-0.9
19	CCOc1ccc(OCCCC(=O)N(CC)CC(=O)Nc2c(F)cccc2F)cc1	1	·	·	-1	·
20	Cc1cc(C)c(C#N)c(N2CCN(Cc3ccc4c(c3)OCO4)CC2)n1	18	4	-3	2	-12
21	Cn1c(=O)c2[nH]c(-c3cccnc3)nc2n(C)c1=O	4	-4	11	-4	0.4
22	COc1ccc(C)cc1N(C)C(=O)Cc1c(C(=O)O)n(C)c2ccccc12	8	3	1	4	-0.5
23	COc1ccc(CC(NC(=O)c2ccccc2)C(=O)NCC(=O)O)cc1 (stereo not drawn)	5	-7	2	1	-2.6
24	Cc1ccc([N+](=O)[O-])cc1N(CC(=O)N1CCCCC1)S(C)(=O)=O	3	1	7	1	2.0

No.	TPT1 inh	PME-1 inh	GLD-1 RNA inh	MCL1-BIM inh
13	0	0	-4	6
14	1	3	6	3
15	0	4	3	8
16	-2	2	1	3
17	2	5	4	5
18	-2	4	4	3
19	·	3	4	0
20	0	12	2	15
21	-2	-7	2	1
22	-3	1	3	8
23	-4	2	3	4
24	-2	7	4	6

Later entries.
No.	Molecule	BCLXL inh	Fam108B counter	GSTO1 inh	PAD4 FP inh	MEX-5 binding
25	CC(=O)Nc1ccc(C(=O)Nc2ccc(S(=O)(=O)N3CCCC3)cc2)cc1	3	0	4	0	-1.5
26	Cc1ccc(NC(=O)Nc2nc3ccccc3s2)cc1NC(=O)Nc1nc2ccccc2s1	-2	-46	-12	-6	3.4
27	CCOc1ccccc1/C=C/c1onc(C)c1S(=O)(=O)N1CCC(C(=O)N(CC)CC)CC1	-6	-5	-1	-4	-0.4
28	CCOc1ccc(OCCC(=O)OCC(=O)Nc2ccc3c(c2)OCO3)cc1	-2	1	8	-7	-1.4
29	O=[N+]([O-])c1cnccc1Nc1ccc(F)cc1	3	6	1	-2	0.5
30	O=C(Nc1ccccc1-c1ccccc1)c1ccc(NC(=O)c2ccco2)cc1	2	-15	12	-6	-3.0
31	CCOc1ccccc1-n1c(=S)sc2c(=O)n(-c3ccc(C)cc3)c(=S)[nH]c21	8	6	0	-4	-0.8
32	CCc1nnc(NC(=O)CSc2nnc(CNc3ccc(OC)cc3)n2CC)s1	-2	-1	0	-1	0.3
33	CC(C(=O)N1CCN(c2ccc([N+](=O)[O-])cc2)CC1)N1C(=O)C2CC=CCC2C1=O (stereo not drawn)	5	2	11	0	-3.5
34	CCOC(=O)C1C(=O)NC(N2CCN(Cc3ccccc3)CC2)=NC1c1ccccc1 (stereo not drawn)	-2	1	-6	0	0.0
35	Cn1c(CNC(=O)CCNC(=O)c2cccc(Br)c2)cc(=O)n(C)c1=O	3	5	7	0	-0.7
36	Cc1ccccc1CNC(=O)C1CCC(=O)N(Cc2cccc(F)c2)C1 (stereo not drawn)	3	3	-3	-9	·

No.	TPT1 inh	PME-1 inh	GLD-1 RNA inh	MCL1-BIM inh
25	-1	11	5	2
26	-1	1	-2	-6
27	0	-2	-3	-8
28	3	0	6	-9
29	-2	-3	4	5
30	-4	-6	7	6
31	2	-3	5	-1
32	1	0	7	8
33	0	-1	2	0
34	0	6	1	-2
35	-4	-5	4	0
36	3	1	8	2

Record cards, as listed above. Order of values: BCLXL inh | Fam108B counter | GSTO1 inh | PAD4 FP inh | MEX-5 binding | TPT1 inh | PME-1 inh | GLD-1 RNA inh | MCL1-BIM inh
Listed for Cn1c(CNC(=O)CCNC(=O)c2cccc(Br)c2)cc(=O)n(C)c1=O → 3 | 5 | 7 | 0 | -0.7 | -4 | -5 | 4 | 0
Listed for CCOc1ccc(OCCC(=O)OCC(=O)Nc2ccc3c(c2)OCO3)cc1 → -2 | 1 | 8 | -7 | -1.4 | 3 | 0 | 6 | -9
Listed for Cc1ccccc1CNC(=O)C1CCC(=O)N(Cc2cccc(F)c2)C1 (stereo not drawn) → 3 | 3 | -3 | -9 | · | 3 | 1 | 8 | 2
Listed for O=[N+]([O-])c1cnccc1Nc1ccc(F)cc1 → 3 | 6 | 1 | -2 | 0.5 | -2 | -3 | 4 | 5
Listed for CCOC(=O)C1C(=O)NC(N2CCN(Cc3ccccc3)CC2)=NC1c1ccccc1 (stereo not drawn) → -2 | 1 | -6 | 0 | 0.0 | 0 | 6 | 1 | -2

(further entries)
No.	Molecule	BCLXL inh	Fam108B counter	GSTO1 inh	PAD4 FP inh	MEX-5 binding
37	C=CCn1c(SCC(=O)c2cc(C)n(CCOC)c2C)nc2sc(C)c(C)c2c1=O	-1	-3	1	-2	1.7
38	CC1CCC2(CC1)NC(=O)N(CC(=O)N1CCc3ccccc3C1)C2=O (stereo not drawn)	5	-3	5	-3	0.1
39	C/C(=C/c1ccccc1)C(=O)N1CCC(C)CC1	7	0	13	2	-2.2
40	O=C(CC(Nc1cccc(Cl)c1Cl)C(=O)O)c1ccccc1 (stereo not drawn)	8	-3	-10	-1	0.1
41	O=C(/C=C/c1ccccc1Cl)Nn1cnc2ccccc2c1=O	10	-3	6	0	-4.8
42	O=C(Nc1ncc2c(n1)-c1ccccc1CC2)c1ccc(Cl)cc1	3	-1	-8	-3	-4.1
43	Nn1cc(-c2ccccc2)nc1SCC(=O)Nc1ccc2c(c1)OCO2	2	0	5	-1	4.2
44	CC(C)CCNC(=O)C(=O)Nc1cc2c3c(c1)CC(=O)N3CCC2	3	1	4	-5	0.8
45	Cc1cc(C)c(S(=O)(=O)N2CCCc3ccccc32)c(C)c1	4	-3	3	-2	-2.2
46	Cc1cc(C(=O)NCC(=O)O)c(C)o1	9	2	6	-4	-0.3
47	CCC(=O)Nc1ccc2c(c1)N(C(C)=O)c1ccccc1CC2	4	-5	8	2	-1.9
48	Cn1ncc2c(NCc3ccccc3)ncnc21	6	-5	0	-1	1.4

No.	TPT1 inh	PME-1 inh	GLD-1 RNA inh	MCL1-BIM inh
37	-2	-4	-6	-6
38	-2	-2	2	5
39	-2	-1	-4	-3
40	-1	-3	2	5
41	0	2	9	11
42	0	-1	4	9
43	2	4	4	-11
44	0	-5	1	2
45	-3	-1	1	-1
46	1	-3	8	9
47	-2	2	4	7
48	2	-1	-1	3

The results go on:
No.	Molecule	BCLXL inh	Fam108B counter	GSTO1 inh	PAD4 FP inh	MEX-5 binding
49	O=C1Cc2ccccc2C(c2ccc(Br)cc2)N1 (stereo not drawn)	0	-2	8	-1	-1.8
50	COc1cccc(CN(C)C(=O)c2cc(S(=O)(=O)NCc3ccccc3)ccc2C)c1OC	-1	0	10	-5	1.5
51	CC(C)c1ccc(NC(=O)C(c2ccccc2)N(C)C(=O)CCc2c[nH]c3ccccc23)cc1 (stereo not drawn)	6	0	7	1	0.7
52	CCc1ccc(C2NC(=S)NC3=C2C(=O)CC(C)(C)C3)cc1 (stereo not drawn)	6	5	6	2	-3.2
53	CCCCC(=O)Nc1ccc2oc(-c3ccncc3)nc2c1	6	5	-5	-2	0.5
54	CC(=O)Nc1ccc(OCC(=O)N2CCc3ccccc3C2)cc1	-7	-2	-6	-5	1.9
55	COc1cc(/C=N/NC(=O)CCc2n[nH]c(=O)[nH]c2=O)ccc1O	0	-5	3	-1	3.5
56	COc1ccc2c(c1)[nH]c1c(=O)n(CCN(C)C)cnc12	-3	-1	-5	-1	0.2
57	CC(C)(C)n1cnnc1Sc1ncccc1[N+](=O)[O-]	6	-3	6	7	-1.2
58	COc1ccc(C2=C(Nc3ccc(F)cc3)c3ccccc3C2=O)cc1	7	0	-2	-6	-1.1
59	COCCn1c(-c2ccc(-c3ccccc3Cl)o2)nc2c1c(=O)[nH]c(=O)n2CC(C)C	6	-1	-4	-6	·

No.	TPT1 inh	PME-1 inh	GLD-1 RNA inh	MCL1-BIM inh
49	-2	-1	1	-2
50	1	4	-7	-4
51	-1	2	4	-4
52	-3	-4	-1	5
53	2	-3	7	4
54	1	-4	-2	-11
55	0	0	3	1
56	2	1	4	-2
57	4	1	-1	6
58	-2	3	0	1
59	6	-3	-5	-10
